# Screening results as filed in PubChem.
# CXCR6 inh: blocks human CXCR6 beta-arrestin recruitment | 0.36% of 360,000 active | CHO-K1 PathHunter CXCR6 beta-arrestin, luminescence | O00574 | inhibition, % at 20 µM; in the data active = inhibition above about 34%, passing the limit was not always enough;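 note: antagonist mode with CXCL16 agonist at 10 nM final; 0% = 10 nM CXCL16 with DMSO and 100% = unstimulated wells without agonist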
# EBI2 block: EBI2 (human) antagonism | P32249 | EBI2 beta-arrestin recruitment, luminescence, 7a,25-OHC stimulated | inhibition, % at 5 µM | 0.81% of 360,000 active | AID 651636; in the data active = inhibition above about 38%;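 note: enzyme fragment complementation signal reports receptor beta-arrestin coupling in cells; 0% = agonist plus DMSO wells and 100% = wells without agonist; some results beyond the cut were filed as inactive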
# UPR CHOP act: activators of apoptotic arm of unfolded protein response (CHOP) | activation, % at 10 µM | CHO-CHOP luciferase reporter, UPR activation, luminescence; percent of tunicamycin response over DMSO baseline | 0.34% of 330,000 active | AID 449763;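 active = at 10 µM dose, activation of 40% or more, normalized to positive control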;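 note: 100% = tunicamycin at 10 µg/mL and 0% = DMSO alone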
#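 System: CHO-CHOP luciferase reporter cell line; amount: 500 cells/well; buffer or medium: F12 medium containing 10% fetal bovine serum; incubation: 6 h compound exposure at 37 °C after overnight seeding; measured by: luciferase luminescence after 10 min with Steady-Glo reagent; evaluation: % reporter activation, DMSO baseline versus tunicamycin full activation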
# Mdm2 MdmX PPI: disrupts the human Mdm2-MdmX interaction; SaOS-2 split-luciferase Mdm2/MdmX complementation, luminescence; inhibition, % at 8 µM; 3% of 330,000 active; O15151+Q00987;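 active = inhibition of at least 50% at 8 µM in the primary screen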
# Target sequence (O15151 whole entry, looked up): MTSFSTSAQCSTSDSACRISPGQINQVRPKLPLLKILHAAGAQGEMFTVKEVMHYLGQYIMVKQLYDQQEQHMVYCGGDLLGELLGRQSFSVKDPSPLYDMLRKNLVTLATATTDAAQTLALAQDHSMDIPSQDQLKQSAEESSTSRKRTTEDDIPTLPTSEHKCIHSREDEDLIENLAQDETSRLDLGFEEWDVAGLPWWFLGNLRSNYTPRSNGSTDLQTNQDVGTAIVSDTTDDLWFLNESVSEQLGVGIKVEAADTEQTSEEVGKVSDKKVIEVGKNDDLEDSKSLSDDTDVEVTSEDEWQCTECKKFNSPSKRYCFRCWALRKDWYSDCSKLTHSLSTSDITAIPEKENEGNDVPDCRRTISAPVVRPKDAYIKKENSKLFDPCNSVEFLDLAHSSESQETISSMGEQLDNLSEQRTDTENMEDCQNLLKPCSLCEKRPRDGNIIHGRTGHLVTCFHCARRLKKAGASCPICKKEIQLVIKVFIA
# Target sequence (Q00987 whole entry, looked up): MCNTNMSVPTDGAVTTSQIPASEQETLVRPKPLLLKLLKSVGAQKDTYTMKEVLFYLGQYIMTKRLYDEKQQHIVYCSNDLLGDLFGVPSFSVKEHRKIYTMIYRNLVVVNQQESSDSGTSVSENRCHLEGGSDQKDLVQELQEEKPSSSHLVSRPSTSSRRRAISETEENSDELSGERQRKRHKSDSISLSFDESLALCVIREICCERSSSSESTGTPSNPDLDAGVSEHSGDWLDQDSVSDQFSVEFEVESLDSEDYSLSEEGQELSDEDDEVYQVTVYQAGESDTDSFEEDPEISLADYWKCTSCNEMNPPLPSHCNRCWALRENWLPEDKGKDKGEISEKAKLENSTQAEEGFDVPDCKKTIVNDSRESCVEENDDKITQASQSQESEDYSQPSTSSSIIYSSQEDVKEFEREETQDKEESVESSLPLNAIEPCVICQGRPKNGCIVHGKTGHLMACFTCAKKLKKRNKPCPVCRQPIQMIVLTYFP
# UPR XBP1 act: activators of adaptive arm of unfolded protein response (XBP1); CHO-XBP1 luciferase reporter, IRE1-XBP1 UPR activation, luminescence; percent of tunicamycin response, DMSO as zero; activation, % at 20 µM; 0.33% of 330,000 active; AID 463104;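 active = versus positive control, 20 µM dose yields 30% or more activation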;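 note: 100% = tunicamycin at 10 µg/mL and 0% = DMSO only wells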
#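 Assay system: CHO-XBP1 luciferase reporter cells; Schedule: 6 h treatment, 37 °C; Detection: glow luminescence from Steady-Glo reagent; Benchmarks: high control tunicamycin 10 µg/mL final, low control DMSO vehicle only.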
# Gli-Sufu block: antagonists of Gli-Sufu signaling; Sufu-KO-LIGHT fibroblasts, Gli luciferase reporter luminescence; inhibition, % at 5 µM; 0.74% of 340,000 active;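 active = inhibition above about 55%, limit read from the data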;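 note: 0% = DMSO-treated cells and 100% = wells with medium but no cells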
# CCR6 antagonist: antagonists of human CCR6 receptor; CHO-K1 CCR6 PathHunter beta-arrestin, luminescence, CCL20-stimulated; inhibition, % at 20 µM; 0.49% of 340,000 active;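 active = compounds whose inhibition of the agonist-driven luminescence signal at 20 µM reaches about 50%, limit read from the data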;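 note: cells stimulated with CCL20 at 14 nM final; plate controls were DMSO with CCL20 for no effect and DMSO without agonist for full effect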
# 697 NFkB inh: lowers PMA/ionomycin-induced NF-kB signal in 697 B cells. AID 435022. 0.33% of 330,000 active. inhibition, % at 4 µM. 697 B-cell NF-kB luciferase reporter, 16 h; in the data active = inhibition above about 35%
# Jurkat NFkB inh: lowers PMA/ionomycin-induced NF-kB signal in Jurkat cells; 0.53% of 330,000 active; AID 435003; inhibition, % at 4 µM; PMA/ionomycin-induced NF-kB luciferase reporter, luminescence; in the data active = inhibition above about 50%
# Active calls of the source: *; . = not tested or not shown. Compounds were not picked by outcome, and some 5% of all compounds hit somewhere here.
canonical_smiles	CXCR6 inh	EBI2 block	UPR CHOP act	Mdm2 MdmX PPI	UPR XBP1 act	Gli-Sufu block	CCR6 antagonist	697 NFkB inh	Jurkat NFkB inh
Cc1ccc(S(=O)(=O)N2CCCCC2)cc1C(=O)OC(C)C(=O)NC1CCCCC1C (stereo unspecified)	-4.4	3.3	-0.1	-1.9	-3.0	5.2	14.1	3.8	20.5
CN(CC(=O)Nc1ccc(F)cc1)C(=O)c1cccc(NS(=O)(=O)c2ccccc2)c1	4.1	-8.3	0.0	17.7	0.1	-7.4	-2.9	21.6	3.0
CC(C)C(NC(=O)CCNC(=O)c1ccc([N+](=O)[O-])cc1)c1nc2ccccc2[nH]1 (stereo unspecified)	1.9	-6.0	0.4	-12.6	-1.5	2.0	6.5	-20.7	-9.8
CCc1cc2c(=O)n(Cc3ccccc3)c(SC3CCOC3=O)nc2s1 (stereo unspecified)	9.5	6.2	0.7	1.5	-2.6	-1.0	19.5	24.9	6.5
COCCNC(=O)COCc1cc(-c2ccc3c(c2)OCO3)on1	0.6	0.3	3.4	-25.6	-0.8	-4.8	6.3	17.6	15.3
COC(=O)CC1C(=O)NCCN1C(=O)NC1CCCCC1 (stereo unspecified)	0.1	-3.4	-0.4	-9.3	-3.1	0.0	10.8	-19.6	-14.5
O=C(CSc1nnnn1-c1ccccc1)Nc1ccc(Cl)cc1	5.9	10.3	0.7	4.0	0.8	-3.1	-2.0	16.8	3.6
CC1CN(CC(=O)NCc2ccc(Cl)cc2)CC(C)O1 (stereo unspecified)	1.3	-5.8	-1.9	6.3	-5.8	1.7	-10.0	6.4	5.3
COc1ccc(C(NC=O)c2cc(OC)c(OC)cc2Br)cc1OC (stereo unspecified)	0.3	-7.2	1.2	8.1	-0.9	-0.6	-2.6	-21.2	1.2
O=C(NCCCNc1ccc(C(F)(F)F)cc1[N+](=O)[O-])c1cc(F)c(F)cc1Cl	6.6	4.8	-2.8	29.9	-2.0	2.5	24.0	14.0	2.4

# Sorted by heavy-atom count (descending): some entries from above
canonical_smiles	CXCR6 inh	EBI2 block	UPR CHOP act	Mdm2 MdmX PPI	UPR XBP1 act	Gli-Sufu block	CCR6 antagonist	697 NFkB inh	Jurkat NFkB inh
O=C(NCCCNc1ccc(C(F)(F)F)cc1[N+](=O)[O-])c1cc(F)c(F)cc1Cl	6.6	4.8	-2.8	29.9	-2.0	2.5	24.0	14.0	2.4
COCCNC(=O)COCc1cc(-c2ccc3c(c2)OCO3)on1	0.6	0.3	3.4	-25.6	-0.8	-4.8	6.3	17.6	15.3
CC1CN(CC(=O)NCc2ccc(Cl)cc2)CC(C)O1 (stereo unspecified)	1.3	-5.8	-1.9	6.3	-5.8	1.7	-10.0	6.4	5.3

# The list goes on.
canonical_smiles	CXCR6 inh	EBI2 block	UPR CHOP act	Mdm2 MdmX PPI	UPR XBP1 act	Gli-Sufu block	CCR6 antagonist	697 NFkB inh	Jurkat NFkB inh
CCN(CC)S(=O)(=O)c1ccc(N2CCN(C)CC2)c(NC(=O)c2cc(=O)c3ccccc3o2)c1	3.8	14.8	0.0	-4.5	6.3	0.8	10.2	-11.1	-26.5
CC(C)=N/N=C1/NC(=O)C(c2ccccc2)S1 (stereo unspecified)	2.9	4.1	.	.	.	-2.0	2.6	.	.
C/C(=N/NC(=O)Cc1cc(=O)[nH][nH]1)c1ccc([N+](=O)[O-])cc1	-7.9	-16.5	-0.3	-9.1	1.2	-18.7	3.7	14.0	-1.3
Cc1ccccc1NC(=O)Cc1nc(COC(=O)CCOc2ccccc2)cs1	0.3	-0.6	2.0	-7.4	-7.6	-15.3	-1.7	15.2	4.7
CC(=O)Nc1ccc(C=C(C(C)=O)C(C)=O)cc1	-6.2	-4.6	0.9	34.5	-6.0	1.8	-1.7	20.0	9.4
COc1cc(CO)cc(Br)c1OCC(=O)N1CCCCC1	-4.1	4.1	-0.7	8.4	-0.2	-7.9	-16.2	12.2	0.4
O=C(COC(=O)c1cc(S(=O)(=O)N2CCCCC2)ccc1N1CCOCC1)NC1CCCCC1	2.6	11.7	-0.7	32.5	-0.2	-1.6	9.1	19.7	-1.3
O=C1COc2ccc(C(=O)COC(=O)c3cc(S(=O)(=O)NCc4ccccc4)ccc3O)cc2N1	1.5	6.7	0.9	-1.4	-1.5	-0.5	4.7	23.5	-3.4
Cc1ccc(S(=O)(=O)Nc2ccc(F)c(S(=O)(=O)N3CCOCC3)c2)cc1	2.6	-1.5	-1.4	29.4	-1.5	2.2	6.8	3.9	-10.4
Cc1noc(C)c1NC(=O)Nc1cccc2c1O[C@H](CN(C)S(C)(=O)=O)[C@@H](C)CN([C@H](C)CO)C2=O	5.1	-7.0	1.2	-19.0	0.0	2.1	-2.3	7.0	5.0
CCNC(=S)Nc1ccc(Cl)cc1	8.8	-10.5	0.7	-26.0	-0.7	4.3	-6.9	3.7	-0.3
Cc1ccc2c(c1)C1OCCC1C1N2C(=O)C2C(C(=O)O)C3C=CC21O3 (stereo unspecified)	3.2	7.1	-2.1	19.6	0.8	-3.4	11.9	-6.9	5.2
NC(=O)c1c(NC(=O)CN2CCOCC2)sc2c1CCC2	5.5	-6.1	2.7	-1.3	-2.2	-1.6	-14.4	9.2	3.8
CCCCc1c(O)nc(N2CCN(Cc3ccccc3)CC2)[nH]c1=O	-12.5	-6.5	0.1	6.8	0.6	-0.2	6.9	-4.7	-8.4
CN(Cc1ccccc1)C(=O)CN(C)S(=O)(=O)c1ccc(F)cc1	9.8	-4.7	3.1	9.7	-0.7	-7.3	8.7	2.8	6.2
CSc1nc(N2CCOCC2)nc2ccc(C)cc12	-7.3	2.4	0.2	11.0	0.3	-9.9	-5.2	2.5	-1.7
COc1ccc(NC(=O)CSc2nccn2Cc2ccco2)cc1	7.0	4.7	2.2	-30.4	-1.1	-56.1	12.9	-121.7	-95.2
CCCCS(=O)(=O)/C=C\C1C2C=CC(C2)C1S(=O)(=O)CCCC (stereo unspecified)	4.3	-4.4	0.2	17.8	-1.0	-1.3	0.9	15.5	2.9
CC1CCN(C(=S)NC(=O)C2CCCCC2)CC1	10.5	-1.7	1.2	10.7	-2.3	-9.6	3.6	-14.7	-1.3
Cc1cc(N2CCOCC2)ncc1[N+](=O)[O-]	-7.3	-17.6	-0.6	15.6	0.3	2.5	7.8	18.7	20.6

# Not a retest: an excerpt of the list.
canonical_smiles	CXCR6 inh	EBI2 block	UPR CHOP act	Mdm2 MdmX PPI	UPR XBP1 act	Gli-Sufu block	CCR6 antagonist	697 NFkB inh	Jurkat NFkB inh
CCCCS(=O)(=O)/C=C\C1C2C=CC(C2)C1S(=O)(=O)CCCC (stereo unspecified)	4.3	-4.4	0.2	17.8	-1.0	-1.3	0.9	15.5	2.9
CC1CCN(C(=S)NC(=O)C2CCCCC2)CC1	10.5	-1.7	1.2	10.7	-2.3	-9.6	3.6	-14.7	-1.3
Cc1cc(N2CCOCC2)ncc1[N+](=O)[O-]	-7.3	-17.6	-0.6	15.6	0.3	2.5	7.8	18.7	20.6

# Later entries:
canonical_smiles	CXCR6 inh	EBI2 block	UPR CHOP act	Mdm2 MdmX PPI	UPR XBP1 act	Gli-Sufu block	CCR6 antagonist	697 NFkB inh	Jurkat NFkB inh
O=C(OCn1nnc2ccccc2c1=O)c1cc(-c2ccccc2Cl)nc2ccccc12	1.3	19.9	-1.7	-40.7	-0.4	-1.2	26.8	-0.9	-14.4
CN(CC(=O)Nc1cccc(F)c1)C(=O)/C=C/c1ccc2ccccc2n1	-0.6	11.1	2.8	23.4	-2.3	10.9	13.9	-13.1	4.0
CC1(C)CC(=O)C/C(=N\NC(=O)Cc2ccccc2)C1	-10.4	-7.9	0.3	32.4	-2.0	5.3	-1.6	10.3	11.1
CCOC(=O)c1cnc2c(C)c(-c3ccccc3)[nH]n2c1=O	-6.3	-17.7	-1.0	13.0	-4.5	-24.5	-34.1	7.5	1.4
CCOC(=O)c1ccc(CNC(=O)CSc2nc(NC(=O)c3ccccc3)c3c(C)c(C)oc3n2)cc1	3.4	14.8	-1.3	27.7	-0.2	4.8	6.9	14.6	0.1
Nc1ccc(Oc2ccc(F)cc2)nc1	2.0	-1.2	-0.9	7.7	5.2	-19.1	10.0	5.9	-12.0
Cc1ccc(S(=O)(=O)N2CCCOC2)cc1	-2.8	-15.0	1.0	-9.7	-4.7	1.3	-1.9	-5.0	2.9
CCC(C)n1c(S(=O)(=O)O)nc2ccccc21 (stereo unspecified)	-0.7	-9.3	-1.1	-1.9	0.4	2.1	-9.5	4.5	-0.7
CC(=O)Nc1nc(-c2ccc3c(c2)CC(C)N3C(=O)C2CC2)c(C)s1 (stereo unspecified)	-10.9	-9.1	3.4	85.0*	-0.5	-12.3	12.3	3.5	-11.8
Cc1csc(NC(=O)CSc2ncnc3ccccc23)n1	-8.7	-11.1	-2.1	14.0	-5.1	4.8	9.1	-5.6	-0.6
O=C(C1=C(O)/C(=C/c2ccc(O)cc2)CCC1)C(F)(F)F	-2.9	-2.0	-1.8	22.6	6.6	7.7	43.0	-29.2	-16.6
CC1(OC(=O)C2CCCC2)C(=O)C=C2C=C(c3ccsc3)N(CCN3CCOCC3)C=C2C1=O (stereo unspecified)	.	.	1.1	11.0	-1.2	.	.	11.9	12.8
CCCCc1ccc(Nc2ncnc3nc[nH]c23)cc1	-0.1	11.3	5.4	-3.8	6.1	-44.5	-2.1	-95.0	-78.1
Cc1ccc(P(=O)(OCCN2CCOCC2)C(C)(C)C)o1 (stereo unspecified)	-2.6	-0.2	-1.7	13.6	-1.9	-0.5	2.5	23.4	-5.7
CCC(C)Oc1ccccc1C1CC(=O)NC2=C1C(=O)CCC2 (stereo unspecified)	-11.4	9.4	-0.3	32.5	-2.7	1.8	-10.0	-6.1	29.0
CCN(CC)c1ccc(/C=N/N(c2ccccc2)c2ccccc2)c(O)c1	-12.3	32.0	0.7	-5.6	-0.7	2.7	-13.1	-11.9	18.9
O=C(NCCOc1ccccc1)c1ccc2c(c1)OCO2	-2.6	-2.9	-7.7	39.8	-7.5	-82.7	-4.1	-145.9	-48.5
O=C1C(C=NCc2ccccn2)=C(O)c2ccccc21	-6.2	-3.5	3.0	-29.5	-2.1	-61.1	3.5	-59.7	-11.1
O=c1ccn(CCc2c[nH]c3ccccc23)c2c1CCCC2	-6.5	-6.1	-0.9	6.1	0.6	5.5	1.9	8.4	6.3
Cc1[nH]n(-c2ccccc2)c(=O)c1-c1ccccc1	8.7	-11.3	-0.5	-1.3	-1.0	-18.2	-20.0	18.3	-8.4
OCc1cc(Br)ccc1OCc1nc2ccccc2s1	-15.9	17.1	8.9	-136.1	0.6	4.2	23.3	-159.1	-136.5
CC(=O)c1ccc(N2CCN(C(=O)c3cccc(Oc4ccccc4)c3)CC2)cc1	-9.4	9.3	3.7	28.9	0.2	26.7	21.7	-14.5	-7.5
C=CCOn1c(=O)c(C)[n+]([O-])c2ccccc21	-1.7	-17.9	0.2	13.8	-0.9	-13.4	28.9	8.9	0.5
Cc1ccc(C)c(OCCNc2ccc([N+](=O)[O-])cn2)c1	-9.8	-1.2	-1.9	13.6	-0.1	7.5	14.1	12.2	15.6
Cc1cc(C)cc(NC(=O)Cn2nnc(C(=O)NCc3ccc(F)cc3)c2N)c1	1.2	12.9	-0.2	35.7	-2.0	-6.9	10.8	-0.4	-7.5
Cn1nnnc1SCC(=O)Nc1ccccc1N1CCOCC1	-1.1	-2.0	-1.4	4.8	-1.4	-6.7	1.6	-2.5	-12.2
